Mm-Cpn inhibitor: Inhibitors of TCP-1 ring complex (TRiC) of Methanococcus maripaludis (MmCpn): qHTS. Chaperonin Mm-Cpn (Methanococcus maripaludis). Potency, µM (titrated, usually from 76.9 µM), for inactives: top-dose activity, negative = inhibition, actives largely listed as inhibitors. purified Mm-Cpn ATPase, ADP Transcreener TR-FRET. 0.031% of 330,000 active; also: potency is read from the fitted curve at half-maximal effect; % is scaled to controls: 0 for no effect and ±100 for the full control effect; nearly all actives have a fitted effect of over 80% in size
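25 nM Mm-CPN + cpd, 10 min 37°C; + 10 uM ATP, 30 min 37°C; buffer 30 mM Tris pH 7.4, 100 mM KCl, 5 mM MgCl2, 1 mM DTT; Transcreener ADP HTRF detection 30 min RT.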
EPAC2 antag: qHTS for Antagonist of cAMP-regulated guanine nucleotide exchange factor 2 (EPAC2): primary screen | Potency, µM (top dose mostly 114 µM), inactives show top-dose activity, negative = inhibition, hits mostly inhibitors | EPAC2 GEF exchange of Rap1B-BODIPY-GDP, fluorescence | AID 720708, 2013 | Rap guanine nucleotide exchange factor 4 (Homo sapiens), Q8WZA2 | 0.18% of 360,000 active; also: potency is read from the fitted curve at half-maximal effect; % is scaled to controls: 0 for no effect and ±100 for the full control effect; nearly all actives have a fitted effect of over 45% in size; many of its hits are not listed in these tables
Target sequence (Q8WZA2 whole entry, looked up): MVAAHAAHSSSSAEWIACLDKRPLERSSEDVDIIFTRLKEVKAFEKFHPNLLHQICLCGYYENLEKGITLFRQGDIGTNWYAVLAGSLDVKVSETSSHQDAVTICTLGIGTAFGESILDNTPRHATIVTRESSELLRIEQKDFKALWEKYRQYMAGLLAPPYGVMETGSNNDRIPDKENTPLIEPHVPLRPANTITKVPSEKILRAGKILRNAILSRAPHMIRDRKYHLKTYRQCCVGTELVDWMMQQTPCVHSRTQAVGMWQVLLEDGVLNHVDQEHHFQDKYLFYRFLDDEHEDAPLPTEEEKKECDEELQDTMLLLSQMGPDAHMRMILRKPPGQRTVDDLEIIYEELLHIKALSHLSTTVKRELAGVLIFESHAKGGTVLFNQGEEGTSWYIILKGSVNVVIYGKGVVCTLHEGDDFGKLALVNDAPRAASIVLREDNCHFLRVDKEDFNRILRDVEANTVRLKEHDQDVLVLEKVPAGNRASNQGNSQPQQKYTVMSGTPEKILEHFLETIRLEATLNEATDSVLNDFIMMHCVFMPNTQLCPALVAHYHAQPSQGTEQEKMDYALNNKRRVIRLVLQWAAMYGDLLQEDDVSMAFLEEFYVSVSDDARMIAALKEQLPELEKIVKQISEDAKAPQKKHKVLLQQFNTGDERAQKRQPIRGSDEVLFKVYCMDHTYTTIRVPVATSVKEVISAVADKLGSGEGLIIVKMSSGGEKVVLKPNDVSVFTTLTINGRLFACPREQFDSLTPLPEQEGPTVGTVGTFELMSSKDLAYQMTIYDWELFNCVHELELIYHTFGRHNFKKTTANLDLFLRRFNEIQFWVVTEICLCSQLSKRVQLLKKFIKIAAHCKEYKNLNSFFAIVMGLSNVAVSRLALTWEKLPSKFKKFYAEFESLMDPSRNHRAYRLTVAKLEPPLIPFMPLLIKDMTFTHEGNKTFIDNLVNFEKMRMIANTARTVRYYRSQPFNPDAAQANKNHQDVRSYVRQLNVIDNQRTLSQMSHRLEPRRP
TGFb SMAD3 inh: qHTS for Inhibitors of TGF-b | HepG2 CAGA-GFP TGF-b/SMAD3 reporter, GFP fluorescence, 18 h; TGF-beta stimulated, 500 pg/mL final | 1.2% of 410,000 active | Potency, µM (doses to about 46.1 µM), for the others: at the highest dose activity, negative = inhibition, actives largely listed as inhibitors; also: potency is read from the fitted curve at half-maximal effect; % is scaled to controls: 0 for no effect and ±100 for the full control effect; nearly all actives have a fitted effect of over 65% in size
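Per well, imaged GFP fluorescence of HEPG2 CAGA-GFP cells gives the signal; cells get compound, then TGF-beta (500 pg/mL final), 18 h at 37 degrees C; %Activity versus -TGF-beta and +DMSO controls.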
A549 tox: Nrf2 qHTS screen for inhibitors: counterscreen for cytotoxicity; A549 ARE-Fluc cells, CellTiter-Fluor viability, 18-24 h; Potency, µM (titrated, usually from 46 µM), for the others: at the top dose activity change, negative = cytotoxicity, most hits filed as inhibitors; 0.16% of 390,000 active; also: potency is read from the fitted curve at half-maximal effect; % is scaled to controls: 0 for no effect and ±100 for the full control effect
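Cytotoxicity counterscreen: CellTiter-Fluor fluorescence was measured in A549 ARE_Fluc cells after 18-24 h of compound exposure in a concentration series. The subsequent BugLite luminescent read reports ARE-luciferase activity.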
Nrf2 inh: Nrf2 qHTS screen for inhibitors; A549 ARE-Fluc reporter, luciferase luminescence, 18-24 h; Potency, µM (titrated, usually from 46 µM), for inactives: top-dose activity change, negative = inhibition, most hits filed as inhibitors; 2.1% of 360,000 active; also: potency is read from the fitted curve at half-maximal effect; % is scaled to controls: 0 for no effect and ±100 for the full control effect; nearly all actives have a fitted effect of over 60% in size
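Cells were seeded and rested 2 h, then exposed to compounds for 18-24 h. CellTiter-Fluor was read first as a viability measure. BugLite was added 15 min before the final luminescent read of ARE-luciferase activity in A549 cells.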
EPAC2 agonist: qHTS for Agonist of cAMP-regulated guanine nucleotide exchange factor 4 (EPAC2): primary screen; Rap guanine nucleotide exchange factor 4 (Homo sapiens), Q8WZA2; EPAC2 activation, biochemical qHTS; response scale: 100% = 6.5 mM cAMP response; Potency, µM (top dose mostly 154 µM), for inactives: at the top dose activation, usual class: activators; 0.079% of 360,000 active; AID 720711, 2013; also: potency is read from the fitted curve at half-maximal effect; nearly all actives have a fitted effect of over 50% in size
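Compounds were titrated in qHTS against a Rap1B-BODIPY-GDP (250 nM) complex with EPAC2 (100 nM) and GDP (50 uM). BODIPY-GDP release tracked at 480/540 nm over 30 min at room temperature, normalized to 6.5 mM cAMP.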
Nrf2 ARE act: qHTS of Nrf2 Activators; AREc32 ARE-luciferase reporter (MCF7-derived line), luminescence, 24 h; Potency, µM (top dose mostly 46.1 µM), without a hit: at the highest dose activation, hits mostly activators; 0.31% of 410,000 active; also: potency is read from the fitted curve at half-maximal effect; % of control where 0% means no effect; nearly all actives have a fitted effect of over 65% in size
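Quantitative high-throughput format: AREc32 reporter cells, 1000 per well, received compound by pin transfer and were incubated 24 hr at 37 deg C, 5% CO2, before Steady-Glo luminescence detection.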
Akt phos inh: HTS Assay for Inhibitors of Akt Phophorylation: Primary Screen. Neuro2A IGF-stimulated pAkt S473 HTRF, 20 min; stronger effect = lower value. activity change, % for hits at 50 µM. 0.32% of 360,000 active; in the data active = activity change below about -80%; inconclusive = mostly about -51% to -80%; also: % is scaled to controls: 0 for no effect and ±100 for the full control effect
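Neuro2A cells (4,500/well, DMEM with 0.5% FBS) were treated with compound at a single 50 µM final concentration, stimulated with 6 nM IGF for 20 min at 37 °C, and lysed. Phospho-Akt Ser473 was read by HTRF as 665/615 ratio ×10^4.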
CCT modulator: High-Throughput Screening for Modulators of Cytosolic Chaperonin Activity. purified chaperonin ATPase assay, HTRF ADP detection, 30 min. activity change, % (test concentration not listed), hits read low. 0.3% of 360,000 active; in the data active = activity change below about -30%; also: % is scaled to controls: 0 for no effect and ±100 for the full control effect
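Nucleotide hydrolysis assay: TRiC at 20–40 nM final (set by batch activity) with 10 uM ATP, 30 min at 37 °C, in presence of 76 uM compound. Detection by competitive ADP HTRF, 30 min ambient.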
Active calls of the source: *; i = inactive; ? = inconclusive; . = not tested or not shown; [ ] = dose if it differs, or a comment. Unless noted, calls follow the shape of the dose curve; as a rule, active = well fitted curve in the direction sought with a large enough effect; inconclusive = small, poorly fitted or top-dose-only effect, or another doubt; inactive = no such curve, though single readings can be large; an effect the other way counts as inactive or inconclusive. This is a subset; the hit share may differ from the screen's.

SMILES | Mm-Cpn inhibitor | EPAC2 antag | TGFb SMAD3 inh | A549 tox | Nrf2 inh | EPAC2 agonist | Nrf2 ARE act | Akt phos inh | CCT modulator
O=C(Nc1ncc(S(=O)(=O)c2ccc([N+](=O)[O-])cc2)s1)c1ccc2ccccc2c1 | 1% | 6% | -11% | -3% | ? | -1% | -0.5% | i | -4.4
Cc1cccc(N(CC(=O)Nc2ccc(F)cc2)S(C)(=O)=O)c1 | 0% | -12%[57.1 µM] | 30% | -6% | ? | 11% | -0.1% | i | -0.7
COCCNC(=O)C1(C)CCCN(C(=O)c2ccc(OC)cc2OC)C1 (stereo not drawn) | . | 5% | -8% | . | . | 8% | -2.4%[9.22 µM] | i | -2.0
C=CCSc1nc(Oc2ccccc2)c2sccc2n1 | 2% | -29% | 12% | -2% | 4% | 19% | 2.2% | i | -2.0
Cc1ccc(C(CC(=O)NCc2ccco2)c2ccc(OC(C)C)cc2)cc1 (stereo not drawn) | 1%[15.4 µM] | -3% | -13% | ? | 7.3µM* | 13% | 8.0% | i | -0.3
COCCn1c(=O)[nH]c2cc(C(=O)N3CCN(c4ccccc4F)CC3)ccc2c1=O | 0% | 1% | 15% | -5% | -11% | 8% | 0.0% | i | 2.3
Cc1ccnc(NC(=O)c2cccc([N+](=O)[O-])c2C)c1 | -3% | -1% | 3% | 0% | ? | 5% | -0.1% | i | 0.6
CCOc1ccc2[nH]c(=O)c(CN(Cc3ccc(C)cc3)C(=O)N3CCCC3)cc2c1 | -1% | 2% | 23% | -6% | 12% | -12% | -0.3% | i | 2.7
CCCCCCSc1ccc([C@H]2N[C@@](CC(C)C)(C(=O)OC)[C@H]3C(=O)N(C)C(=O)[C@@H]23)cc1 | -1% | -23% | -16% | -7% | ? | -5% | 1.3% | i | -1.4
Cc1ccccc1Cn1ccc(-c2ccc(Cl)cc2)c(C#N)c1=O | 2% | -2% | 15% | -1% | 6% | -2% | 0.3% | i | -1.3
Cc1nn(CC2CC2)c(=O)n1-c1ccccc1F | 0% | -12% | -5% | 3% | -1% | -1% | -0.1% | i | 0.1
O=C(NCc1cccnc1)c1cccnc1Sc1ccc(Cl)cc1 | 2% | 10% | -2% | -3% | . | -7% | -0.1% | . | -0.8
COc1cc(C(=O)NCc2nnc(SCC(=O)N3CCCCC3)o2)cc(OC)c1OC | 1% | 6% | ? | 3% | -4% | -13% | 0.3% | i | -2.1
CC(C)(C)C1CCc2c(sc(NC(=O)c3ccncc3)c2C(N)=O)C1 (stereo not drawn) | -1% | 9% | -4% | -14% | 8% | -6% | 0.1% | i | -1.8
CCOC(=O)C1=C(N2CCCCC2)c2cc3c(n2C1=O)CCCC3 | -1% | 0% | -9% | 0% | -10% | -4% | -0.1% | i | -1.8
CCOC(=O)c1sc(-c2ccc(C(F)(F)F)cc2)nc1O | -11% | 1% | 1% | 1% | -3% | -15% | 0.0% | i | 1.7
COCCCNC(=O)CCc1ccc(S(=O)(=O)Nc2ccc(C)cc2)cc1 | 1% | 0% | -7% | -2% | . | -1% | 0.2% | i | 0.5
COc1ccc(N2CCN(C(=O)c3ccc4c(c3)NC(=O)C(CSCc3ccccc3F)N4)CC2)cc1 (stereo not drawn) | . | 5% | -4% | . | . | 5% | -1.6% | i | -3.7
CCOC(=O)c1nn(-c2ccc(Cl)cc2)c(=O)c(C#N)c1C | -2% | 3% | 19% | -2% | -18% | 14% | -0.7% | i | -0.5
Cc1ccc(Oc2ccc(C=O)cn2)cc1 | 0% | -2% | -27% | 0% | ? | 4% | -0.5% | i | -0.1
CCC1(CC)CNC(=O)NC1 | . | 8% | 8% | -4% | 16% | 10% | 2.3% | i | -1.1
CCOC(=O)C1CCN(Cc2c(F)cccc2Cl)CC1 | -1% | 1% | -1% | -6%[1.84 µM] | 2% | -1% | 0.1% | i | -2.3
O=C(O)c1c(Cl)cccc1Cl | 2% | -11% | -9% | -2% | -1% | 4% | -0.8% | i | -0.8
COc1ccc(OC)c(C(Nc2ccccc2)P(=O)(OC(C)C)OC(C)C)c1 (stereo not drawn) | 1% | -13% | -18% | -12% | -19% | -4% | -0.3% | i | -0.5
COCCn1c(=O)[nH]c2cc(C(=O)Nc3cc(C)cc(C)c3)ccc2c1=O | 3% | -5% | 12% | -18% | ? | -3% | -0.2% | i | -4.6
CC1=C(C#N)C(c2cn(-c3ccccc3)nc2-c2cccs2)C(C#N)=C(C)N1 | -13% | -10% | -14% | 7% | ? | 21% | 0.1% | i | -3.5
CCOc1ccc(CCNC(=O)c2oc3c(c2C)-c2[nH]ncc2CC3)cc1OCC | 2% | -3% | -11% | 0% | 4% | 11% | 0.8% | i | 0.1
CCCNC(=O)CCc1nnc2ccc(N3CCN(c4cccc(OC)c4)CC3)nn12 | . | . | -11% | 4% | -4% | . | -0.9% | . | .
CC1(C)Cc2c(sc(NC(=O)c3ccco3)c2C#N)C(C)(C)N1 | 0% | 0% | 8% | -7% | -4% | -6% | 21% | i | -2.1
O=C(CSCc1cc(=O)n2ccsc2n1)Nc1ccccc1 | -1% | -4% | 14% | 7% | 11% | -5% | 0.1% | i | -2.8
CC(C)CC(CO)NS(=O)(=O)c1cccc(Cl)c1F (stereo not drawn) | . | 1% | -7% | 1% | 7% | 3% | 0.3% | i | 1.0
CC(C)COC(=O)NC1c2ccccc2Oc2ccccc21 | 1% | 3% | -7% | 8% | -3% | 7% | -0.6% | i | -2.9
COc1ccc(NC(=O)/C(C#N)=C\c2ccc(OCc3ccc(C(=O)O)cc3)c(OC)c2)cc1 | 4% | 2% | -39% | -1% | -8% | 18% | 0.3% | i | 0.0
COc1ccc(C(CNC(=O)c2ccc(S(=O)(=O)N(C)C)cc2)N(C)C)cc1 (stereo not drawn) | 1% | 21% | 5% | 1% | ? | 9% | -0.7% | i | 1.7
COc1ccc(NC(=O)CCNC(=O)c2ccc([N+](=O)[O-])cc2)cc1S(=O)(=O)N1CCOCC1 | 1% | 0% | -28% | -2% | -6% | 0% | -0.2% | i | 0.5
O=C(O)CCCn1cc(NC(=O)COc2cccc(Cl)c2)cn1 | -7% | -3% | 0% | ? | 8% | 7% | 0.0% | i | -0.3
COc1cc(C(=O)NCc2nnc(SCC(=O)NCCc3ccccc3)o2)cc(OC)c1OC | 3% | 13% | 8% | 2% | -2% | 12% | -0.1% | i | -3.5
O=c1c2ccccc2ncn1C1CCCCC1 | . | 1% | -3% | 10% | 3% | 12% | -0.4% | i | -3.3
COc1cc(NC(=O)C2CCCN2S(=O)(=O)c2ccc3c(c2)CC(C)N3C(C)=O)cc(OC)c1 (stereo not drawn) | -6% | 8% | 3% | 1% | -20% | -6% | -0.3% | i | 0.3
CC(C)(C)CC(C)(C)n1nnnc1N | . | 10% | 0% | -5% | 9% | -5% | 2.6% | i | 0.8

Another view of some results above.
structure,Mm-Cpn inhibitor,EPAC2 antag,TGFb SMAD3 inh,A549 tox,Nrf2 inh,EPAC2 agonist,Nrf2 ARE act,Akt phos inh,CCT modulator
COc1ccc(OC)c(C(Nc2ccccc2)P(=O)(OC(C)C)OC(C)C)c1 (stereo not drawn),1%,-13%,-18%,-12%,-19%,-4%,-0.3%,i,-0.5
COCCn1c(=O)[nH]c2cc(C(=O)Nc3cc(C)cc(C)c3)ccc2c1=O,3%,-5%,12%,-18%,?,-3%,-0.2%,i,-4.6

Going on with the list:
SMILES | Mm-Cpn inhibitor | EPAC2 antag | TGFb SMAD3 inh | A549 tox | Nrf2 inh | EPAC2 agonist | Nrf2 ARE act | Akt phos inh | CCT modulator
O=C(O)C1=C[C@H](C2CC2)C[C@H](OCc2ccc(CO)cc2)O1 | . | 5% | -9% | 1% | 1% | 3% | 0.1% | i | 2.0
CCN1CCN(C(=O)CCN2C(=O)c3ccccc3S2(=O)=O)CC1 | 0% | 7% | -3% | 8% | -11% | -1% | 0.4% | i | -2.6
CON(C)c1nc(OCC#N)nc(N(C)C)n1 | 1% | 8% | 0% | 1% | 2% | 5% | -1.0% | i | 0.3
Cc1cccc(Cn2c(C)c(C)c3cc(C(=O)NCc4ccco4)ccc32)c1 | . | . | ? | ? | 12% | . | -0.8% | . | .
COc1ccc(C)cc1N(C(=O)c1ccco1)C(C(=O)NC1CCCC1)c1cc(OC)c(OC)c(OC)c1 (stereo not drawn) | 1% | 3% | 2% | -1% | 0% | 1% | -0.2% | i | -0.1
CC(C)N1C(=O)CN(C2CCCCCC2)C(=O)C1c1ccccc1F (stereo not drawn) | 1% | 1% | 4% | -1% | . | -8% | 0.1% | i | 0.4
CN1C(=O)/C(=C/c2ccccc2OCc2ccccc2F)NC1=S | 2% | 0% | 0% | -16% | -28% | 26% | 2.2% | i | -3.0
Cc1ccc(C(=O)NN2C(=O)C3C4c5ccccc5C(c5ccccc54)C3C2=O)cc1 (stereo not drawn) | 2% | 10% | 0% | 1% | 5% | 2% | -0.1% | i | 0.5
COc1ccc(CC(C)CC(=O)NCCc2ccc(OC)c(OC)c2)cc1 (stereo not drawn) | 0% | -7% | -5% | -15% | -22% | 7% | -0.7% | i | -1.0
COc1ccc(NC(=O)c2ccco2)cc1NC(=O)COc1ccc(C)cc1C | . | . | -14% | -8% | -19% | . | -0.7% | . | .
Cc1cccn2c(=O)c3cc(C(=O)N4COCC4(C)C)sc3nc12 | 0% | -11% | 11% | 0% | -2% | 2% | 12% | i | 0.8
Cc1ccnc2nc(C(=O)OCC(=O)N3CCc4ccccc43)nn12 | 3% | 20% | 5% | -6% | 3% | -2% | -1.0% | i | 1.5

Compound activity (PubChem BioAssay)
